HDAC3 inhib = blocks human histone deacetylase 3 | O15379 | inhibition, % at 8.3 µM | hit rate 0.15% among 320,000 | recombinant HDAC3, fluorogenic peptide/trypsin coupled, fluorescence; in the data active = inhibition above about 26%, passing the limit was not always enough; inconclusive = no clear call, values can overlap the other calls
Target sequence (O15379 whole entry, looked up): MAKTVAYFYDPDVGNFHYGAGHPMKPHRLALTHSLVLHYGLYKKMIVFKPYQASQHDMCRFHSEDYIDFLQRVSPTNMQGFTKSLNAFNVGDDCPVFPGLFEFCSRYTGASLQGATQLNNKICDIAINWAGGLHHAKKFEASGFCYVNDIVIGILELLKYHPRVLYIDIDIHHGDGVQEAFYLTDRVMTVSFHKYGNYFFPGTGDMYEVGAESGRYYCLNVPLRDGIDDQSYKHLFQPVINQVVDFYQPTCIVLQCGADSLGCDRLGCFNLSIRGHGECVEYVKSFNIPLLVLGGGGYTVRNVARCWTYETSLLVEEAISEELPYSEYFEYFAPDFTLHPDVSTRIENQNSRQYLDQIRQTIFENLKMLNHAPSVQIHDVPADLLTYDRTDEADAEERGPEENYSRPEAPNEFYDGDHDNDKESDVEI
Active calls of the source: *; u = inconclusive. Some of the compounds tested; rates above refer to the full screens.

SMILES | HDAC3 inhib
CCCc1cc(NC(=O)COC(=O)c2nccnc2N)n(-c2ccccc2)n1 | -27
CC(C)=CCC/C(C)=C/CNC(=O)CC1C[C@H](C(=O)N2CCOCC2)[C@@]2(C)c3[nH]c4ccccc4c3CCN2C1=O (stereo partly specified) | u
CC[C@@H]1C/C=C\Cc2ccccc2[C@@H](C(=O)C[C@H](O)CC(C)=O)OC1=O | 0
CCN(C[C@H]1N[C@@](Cc2ccccc2)(C(=O)OC)[C@H]2C(=O)N(Cc3ccccc3)C(=O)[C@@H]12)C(=O)c1ccccc1 | 1
O=C(CC1C[C@H](C(=O)N2CCCCC2)[C@@]2(CCc3ccccc3)c3[nH]c4ccccc4c3CCN2C1=O)NCc1ccco1 (stereo partly specified) | -1
COc1ccc([C@@H]2CC=C(C(=O)O)[C@H](c3ccc(C)cc3)N2S(=O)(=O)c2ccc(C)cc2)cc1OC | 4
CCN(C(=O)CSc1nc(C)nc2sc3c(c12)CCC3)C1CCS(=O)(=O)C1 (stereo unspecified) | -3
C=CCC[C@@H](Cc1ccc(F)cc1)C(=O)OCCNC(=O)[C@@H](CC=C)CC(=O)N[C@@H](CO)Cc1ccccc1 | 2
CCOC(=O)CC[C@H](NC(=O)Cn1cnc2c(OCc3ccccc3)ncnc21)C(=O)OCC | -7
COc1ccc(-c2sc3ccccc3c2-c2ccc(OCCN3CCCCC3)cc2)cc1 | -2
C=CC[C@@H](CC(=O)N[C@H](CO)Cc1ccccc1)C(=O)N[C@@H](COC(=O)[C@@H](CC=C)Cc1ccc(F)cc1)Cc1ccccc1 | 1
C[C@@H]1CN([C@H](C)CO)C(=O)c2cc(NC(=O)Nc3ccc(F)cc3)ccc2O[C@H]1CN(C)C(=O)Nc1ccc(C(F)(F)F)cc1 | 15
CC[C@]12c3[nH]c4ccccc4c3CCN1C(=O)C(CC(=O)NCCCN(C)C)C[C@@H]2C(=O)N1CCN(C(=O)C2CC2)CC1 (stereo partly specified) | -1
CC(OC(=O)c1cc(S(=O)(=O)N2CCOCC2)ccc1F)C(=O)NC1CCCC1 (stereo unspecified) | -1
CCN(C[C@H]1N[C@@](Cc2ccccc2)(C(=O)OC)[C@H]2C(=O)N(Cc3ccccc3)C(=O)[C@@H]12)C(=O)Nc1ccc(Cl)cc1 | 3
C[C@@H]1CN([C@H](C)CO)C(=O)c2cc(NC(=O)Nc3ccc(C(F)(F)F)cc3)ccc2O[C@H]1CN(C)S(=O)(=O)c1ccc(Cl)cc1 | -2
CCN(C[C@H]1N[C@@](Cc2ccccc2)(C(=O)OC)[C@H]2C(=O)N(C)C(=O)[C@@H]12)C(=O)NC(C)C | 9
C[C@H](CO)N1C[C@H](C)[C@@H](CN(C)S(=O)(=O)c2ccccc2)Oc2ccc(NC(=O)Nc3ccccc3)cc2C1=O | 7
O=C(COC(=O)c1ccc(F)cc1F)Nc1ccc(Cl)cn1 | -1
CC[C@]12c3[nH]c4ccccc4c3CCN1C(=O)C(CC(=O)NCc1ccc(OC)c(OC)c1)C[C@@H]2C(=O)N1CCN(C(=O)C2CC2)CC1 (stereo partly specified) | -5

Quoted at random: 4 compounds from above.
SMILES | HDAC3 inhib
CCN(C(=O)CSc1nc(C)nc2sc3c(c12)CCC3)C1CCS(=O)(=O)C1 (stereo unspecified) | -3
CCN(C[C@H]1N[C@@](Cc2ccccc2)(C(=O)OC)[C@H]2C(=O)N(Cc3ccccc3)C(=O)[C@@H]12)C(=O)c1ccccc1 | 1
C[C@H](CO)N1C[C@H](C)[C@@H](CN(C)S(=O)(=O)c2ccccc2)Oc2ccc(NC(=O)Nc3ccccc3)cc2C1=O | 7
O=C(CC1C[C@H](C(=O)N2CCCCC2)[C@@]2(CCc3ccccc3)c3[nH]c4ccccc4c3CCN2C1=O)NCc1ccco1 (stereo partly specified) | -1

(listing goes on)
SMILES | HDAC3 inhib
C[C@H]1COC(=O)[C@H](NC(=O)OCC2c3ccccc3-c3ccccc32)C/C=C\C[C@H](CC(=O)N(CCO)Cc2ccccc2)C(=O)N1 | 0
C=CC[C@@H](CC(=O)N[C@H](CO)Cc1ccccc1)C(=O)N[C@@H](COC(=O)[C@@H](CC=C)CC(=O)OC(C)(C)C)Cc1ccccc1 | 18
Cc1ccc2nc3n(c(=O)c2c1)-c1ccc(Cl)cc1C(=O)NC3Cc1ccccc1 (stereo unspecified) | -5
CC(C)CC1NC(=O)c2ccccc2-n2c1nc1cc(F)ccc1c2=O (stereo unspecified) | 0
O=C1NC(Cc2ccccc2)c2nc3ccc(Br)cc3c(=O)n2-c2cc(Cl)ccc21 (stereo unspecified) | 4
COC(=O)[C@]1(Cc2ccccc2)N[C@H](CN(C)C(=O)NC(C)C)[C@@H]2C(=O)N(Cc3ccccc3)C(=O)[C@@H]21 | -3
CC1CCN(C(=O)COC(=O)CCC(=O)c2ccc(F)cc2)CC1 | 0
COc1ccc(-c2ccc3oc(-c4ccsc4)c(-c4ccc(Br)nc4)c3c2)cc1 | -10
COC(=O)[C@]1(C)N[C@H](CN(C)C(=O)Nc2ccc(C)cc2)[C@@H]2C(=O)N(C)C(=O)[C@@H]21 | 4
CCN(C[C@H]1N[C@@](CC)(C(=O)OC)[C@H]2C(=O)N(C)C(=O)[C@@H]12)S(=O)(=O)c1ccc(C)cc1 | -5
Cc1ccc(CN(C)c2ccc(S(=O)(=O)N3CCCC3)cn2)cc1 | -4
CCC[C@@H](CN1CCC[C@H]1CN1C(N)=NC[C@H]1CC(C)C)N1C[C@@H](Cc2ccccc2)N(CCc2ccc(Cl)c(Cl)c2)C1=N | -21
C#CCOCCOCCOCCNc1nc(N2CCN(C(=O)[C@H](CCC(=O)O)n3cc(CN)nn3)CC2)nc(N2CCN(C(=O)[C@H](CCCN=C(N)N)n3cc(C(N)[C@@H](C)CC)nn3)CC2)n1 (stereo partly specified) | -5
CCN(C[C@H]1N[C@@](CC)(C(=O)OC)[C@H]2C(=O)N(C)C(=O)[C@@H]12)C(=O)Nc1ccc(C)cc1 | -2
C[C@H](CO)N1C[C@H](C)[C@@H](CN(C)C(=O)Nc2ccc(C(F)(F)F)cc2)Oc2ccc(NC(=O)C3CCCCC3)cc2C1=O | 7
COc1ccc2c(c1)OC[C@H]1[C@H]2N2C(=O)CNC(=O)[C@@]2(C)[C@H]1c1ccccc1 | 0
O=C(Cc1ccccc1F)Nc1cc(S(=O)(=O)N2CCOCC2)ccc1N1CCCC1 | 2
Cc1ccccc1[C@]1(C)ON(c2ccccc2C(F)(F)F)C1=O | 1
Cc1ccc([C@H]2C(C(=O)O)=CC[C@@H](c3cccc(C)c3)N2S(=O)(=O)c2ccc(C)cc2)cc1 | -2
O=c1oc(CCCO)cc2ccc(Br)cc12 | -2
Cc1cccc(CSc2ccc(S(=O)(=O)N3CCCC3)cn2)c1 | 3
COc1ccc([C@H]2C(C(=O)O)=C[C@@H](C(C)(C)C)N2S(=O)(=O)c2ccccc2)cc1 | -1
O=C(CC1C[C@H](C(=O)N2CCOCC2)[C@@]2(CCC3CCCC3)c3[nH]c4ccccc4c3CCN2C1=O)NCCN1CCOCC1 (stereo partly specified) | 4
COC(=O)c1c(-c2ccc(OC)cc2)sc2ccccc12 | 0
C=CCC[C@H](Cc1ccc(F)cc1)C(=O)O[C@H](CNC(=O)[C@@H](CC=C)CC(=O)N(CCO)Cc1ccccc1)c1ccccc1 | u
Cn1c(N)c(C(=O)COC(=O)/C=C/c2ccc(Cl)cc2Cl)c(=O)n(C)c1=O | 3
CC(C)(C)OC(=O)C[C@@H]1C/C=C\C[C@@H](CC(=O)N[C@H](CO)Cc2ccccc2)C(=O)NCCOC1=O | 9
COC(=O)[C@]1(C)N[C@H](CN(C)S(=O)(=O)c2ccc(C)cc2)[C@@H]2C(=O)N(Cc3ccccc3)C(=O)[C@@H]21 | -2
COC(=O)[C@]1(C)N[C@H](CN(C)C(=O)c2ccccc2)[C@@H]2C(=O)N(C)C(=O)[C@@H]21 | -10
COC(=O)[C@]1(Cc2ccccc2)N[C@H](CN(C)S(=O)(=O)c2ccc(-c3ccccc3)cc2)[C@@H]2C(=O)N(C)C(=O)[C@@H]21 | 3
C[C@]12c3[nH]c4ccccc4c3CCN1C(=O)C(CC(=O)NCCc1ccccn1)C[C@@H]2C(=O)N1CCOCC1 (stereo partly specified) | 2
CCN(C[C@H]1N[C@@](Cc2ccccc2)(C(=O)OC)[C@H]2C(=O)N(Cc3ccccc3)C(=O)[C@@H]12)S(=O)(=O)c1ccc(F)cc1 | 2
CON(C)C(=O)CCC1CCCN1C(=O)OC(C)(C)C (stereo unspecified) | 3
C#CCOCCOCCOCCNc1nc(N2CCN(C(=O)[C@H](CCCN=C(N)N)n3cc(C(N)[C@@H](C)CC)nn3)CC2)nc(N2CCN(C(=O)[C@H](CCC(=O)O)n3cc([C@@H](N)CO)nn3)CC2)n1 (stereo partly specified) | 0
C[C@@H]1COC(=O)[C@@H](Cc2ccc(F)cc2)C/C=C\C[C@H](CC(=O)N(CCO)Cc2ccccc2)C(=O)N1 | 6
O=C(NCc1cc(C(F)(F)F)ccc1Cl)c1cccc2c1C(=O)c1ccc(-c3ccc(OC(F)(F)F)cc3)cc1S2(=O)=O | 2
Cc1ccccc1/C=C1\Oc2ccccc2C1=O | 14
CC(C)(C)OC(=O)C[C@H]1C/C=C\C[C@H](CC(=O)N[C@H](CO)Cc2ccccc2)C(=O)N[C@H](Cc2ccccc2)COC1=O | 3
CCN(C[C@H]1N[C@@](C)(C(=O)OC)[C@H]2C(=O)N(Cc3ccccc3)C(=O)[C@@H]12)S(=O)(=O)c1ccc(F)cc1 | 3
CCN(C[C@H]1N[C@@](CC)(C(=O)OC)[C@H]2C(=O)N(Cc3ccccc3)C(=O)[C@@H]12)C(=O)Nc1ccc(OC)cc1 | 2
Cc1ccc([C@H]2C(C(=O)O)=C[C@@H](C(C)(C)C)N2S(=O)(=O)c2ccc(C)cc2)cc1 | -8
CC(=O)c1ccc(-c2csc(N3CCC(C(N)=O)CC3)n2)cc1 | 0
O=C(NC1CC1)c1ccc2c(c1)S(=O)(=O)c1cc(Cl)ccc1C2=O | 16
C#CCOCCOCCOCCNc1nc(N2CCN(C(=O)[C@H](CO)n3cc([C@@H](N)C(C)C)nn3)CC2)nc(N2CCN(C(=O)[C@H](CCC(=O)O)n3cc([C@@H](N)[C@H](C)CC)nn3)CC2)n1 | -1
C[C@H](CO)N1C[C@H](C)[C@@H](CN(C)C(=O)Nc2ccc(C(F)(F)F)cc2)Oc2ccc(NC(=O)Nc3ccccc3)cc2C1=O | 20
COc1ccc(S(=O)(=O)N2CCN(CC(=O)N3CCOCC3)CC2)cc1OC | -4
COC(=O)[C@]1(Cc2ccccc2)N[C@H](CN(C)C(=O)c2ccccc2)[C@@H]2C(=O)N(Cc3ccccc3)C(=O)[C@@H]21 | 0
CCCC[C@@H]1C=C(C(=O)O)[C@H](c2ccc(C)cc2)N1S(=O)(=O)c1ccc(C)cc1 | 2
C#CCOCCOCCOCCNc1nc(N2CCN(C(=O)[C@H](CCC(=O)O)n3cc([C@@H](N)CO)nn3)CC2)nc(N2CCN(C(=O)[C@H](CCC(=O)O)n3cc([C@@H](N)CCSC)nn3)CC2)n1 | 2
COCC(=O)N(C)C[C@H]1N[C@@](Cc2ccccc2)(C(=O)OC)[C@H]2C(=O)N(C)C(=O)[C@@H]12 | -4
CC[C@@]1(C(=O)OC)N[C@H](CN(C)S(=O)(=O)c2ccc(C(C)(C)C)cc2)[C@@H]2C(=O)N(Cc3ccccc3)C(=O)[C@@H]21 | -3
CCN(C(=O)COC(=O)C1=COCCO1)c1ccccc1 | 0
Cc1noc(C)c1S(=O)(=O)N(C)C[C@H]1Oc2c(NC(=O)C3CCCCC3)cccc2C(=O)N([C@H](C)CO)C[C@@H]1C | 2
C#CCOCCOCCOCCNc1nc(N2CCN(C(=O)[C@H](CCC(=O)O)n3cc([C@@H](N)[C@H](C)CC)nn3)CC2)nc(N2CCN(C(=O)[C@H](CCC(=O)O)n3cc([C@@H](N)CC(N)=O)nn3)CC2)n1 | -5
COc1cc(-c2noc(C)c2C(=O)NCc2ccc(C)o2)cc(OC)c1OC | 0
CC[C@@]1(C(=O)OC)N[C@H](CN(C)C(=O)NC(C)C)[C@@H]2C(=O)N(C)C(=O)[C@@H]21 | 0
CNC[C@@H]1Oc2ccc(NC(=O)Nc3cccc4ccccc34)cc2C(=O)N([C@@H](C)CO)C[C@@H]1C | 2
C[C@]12c3[nH]c4ccccc4c3CCN1C(=O)C(CC(=O)NCCc1ccccn1)C[C@@H]2C(=O)N1CCCCC1 (stereo partly specified) | -4
CC(C)N(C(=O)[C@H]1CC(CC(=O)NCCC2=CCCCC2)C(=O)N2CCc3c([nH]c4ccccc34)[C@]12C)C(C)C (stereo partly specified) | 2
CC1NC(=O)c2ccccc2-n2c1nc1cc(F)ccc1c2=O (stereo unspecified) | 5

As entered above:
Under HDAC3 inhib, `C[C@]12c3[nH]c4ccccc4c3CCN1C(=O)C(CC(=O)NCCc1ccccn1)C[C@@H]2C(=O)N1CCCCC1` (stereo partly specified) is entered as -4
Under HDAC3 inhib, `Cc1ccc([C@H]2C(C(=O)O)=C[C@@H](C(C)(C)C)N2S(=O)(=O)c2ccc(C)cc2)cc1` is entered as -8
Under HDAC3 inhib, `O=C(NC1CC1)c1ccc2c(c1)S(=O)(=O)c1cc(Cl)ccc1C2=O` is entered as 16

Additional results:
SMILES | HDAC3 inhib
CCN(C[C@H]1N[C@@](CC)(C(=O)OC)[C@H]2C(=O)N(C)C(=O)[C@@H]12)S(=O)(=O)c1ccc(F)cc1 | -1
Cc1ccc2c(c1)C(=O)C(=O)N2c1ccc(C(F)(F)F)cc1 | 2
CCN(C[C@H]1N[C@@](CC)(C(=O)OC)[C@H]2C(=O)N(Cc3ccccc3)C(=O)[C@@H]12)C(=O)NC(C)C | 8
CC(C)CC1NC(=O)c2cc(Cl)ccc2-n2c1nc1ccccc1c2=O (stereo unspecified) | 2
Cc1ccc2c(c1)-n1c(nc3ccccc3c1=O)C(Cc1ccc(O)cc1)NC2=O (stereo unspecified) | 6
CC[C@@H](C)[C@@H]1CN([C@@H](CN2CCC[C@H]2CN2C(N)=NC[C@H]2C(C)C)C(C)C)C(=N)N1CCCC1CCCC1 | 4

Entries from the list above that contain an aryl thioether with sulfur outside any ring (two):
SMILES | HDAC3 inhib
CCN(C(=O)CSc1nc(C)nc2sc3c(c12)CCC3)C1CCS(=O)(=O)C1 (stereo unspecified) | -3
Cc1cccc(CSc2ccc(S(=O)(=O)N3CCCC3)cn2)c1 | 3

Compound activity: PubChem, Broad Institute
